# Screens from PubChem BioAssay.
# BAZ2B inh – qHTS Assay for Inhibitors of BAZ2B; Bromodomain adjacent to zinc finger domain protein 2B (Homo sapiens), Q9UIF8; AlphaScreen BAZ2B-H3K14Ac peptide displacement; Potency, µM (series often up to 114 µM), for the others: at the top dose activity change, negative = inhibition, actives largely listed as inhibitors; 360,000 tested, 4.4% active; AID 504333, 2011; also: potency is read from the fitted curve at half-maximal effect; % is scaled to controls: 0 for no effect and ±100 for the full control effect; nearly all actives have a fitted effect of over 60% in size
#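 AlphaScreen luminescence quantifies BAZ2B engagement of H3K14Ac peptide; the protein and biotinylated peptide are both at 50 nM final, buffer PBS pH 7.4 with 0.01% Tween-20, all steps at room temperature.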
# G9a inh – qHTS Assay for Inhibitors of Histone Lysine Methyltransferase G9a; AID 504332, 2011; G9a H3K9 monomethylation, AlphaScreen, 2 h; 350,000 tested, 8.8% active; Potency, µM (highest dose often 102 µM), without a hit: top-dose activity, negative = inhibition, usual class: inhibitors; also: potency is read from the fitted curve at half-maximal effect; % is scaled to controls: 0 for no effect and ±100 for the full control effect; nearly all actives have a fitted effect of over 75% in size
#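 Step 1: enzyme (final 20 nM) with compound, 15 min RT. Step 2: substrate peptide 500 nM and SAM 20 uM, 2 h RT. Step 3: anti-H3K9me1 antibody and AlphaScreen beads, 10 min, then plate read.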
# ALOX12 inh – Primary qHTS assay for inhibitors of human arachidonate 12S-lipoxygenase (ALOX12): Round 2; Polyunsaturated fatty acid lipoxygenase ALOX12 (Homo sapiens), P18054; purified 12hLO, xylenol orange hydroperoxide absorbance; Potency, µM (highest dose often 108 µM), inactives show at the top dose activity change, negative = inhibition, actives largely listed as inhibitors; 580,000 tested, 1.1% active; AID 1671190, 2021; also: potency is read from the fitted curve at half-maximal effect; % is scaled to controls: 0 for no effect and ±100 for the full control effect
#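 Hydroperoxide product was detected by ferrous iron/xylenol orange as the 573 to 405 nm absorbance ratio. Arachidonic acid at 40 uM (final) was turned over for 30 min at room temperature by 150 nM human 12hLO, pH 7.0 Hepes buffer, after 15 min compound preincubation.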
# PI4K2A inh – qHTS for small molecular inhibitors of PI4K2A | AID 1346378, 2018 | Phosphatidylinositol 4-kinase type 2-alpha (Homo sapiens), Q9BTU6 | activity change, negative = inhibition, % at 76.9 µM | purified PI4K2A, ADP-Glo luminescence, 1 h; stronger effect = lower value | 420,000 tested, 0.13% active; in the data active = activity change below about -50%; inconclusive = mostly about -30% to -49%;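 also: -100% = wells without enzyme as full effect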
#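 PI4K2A activity was measured by ADP-Glo luminescence: enzyme (4 ug/mL stock) and phosphatidylinositol (1.2 mM stock) in Tris pH 7.5/MgCl2/EGTA/Triton X-100 buffer were reacted with ATP (300 microM stock) for one hour at ambient temperature.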
# HP1b binding inh – HTS for Inhibitors of HP1-beta Chromodomain Interactions with Methylated Histone Tails. Potency, µM (series often up to 114 µM), without a hit: at the top dose activity change, negative = inhibition, actives largely listed as inhibitors. Chromobox protein homolog 1 (Homo sapiens), P83916. AlphaScreen HP1-beta / biotin-H3K9me3 peptide binding. 390,000 tested, 0.56% active; also: potency is read from the fitted curve at half-maximal effect; nearly all actives have a fitted effect of over 70% in size; inactives centre near 23
#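 AlphaScreen: HP1-beta (50 nM) preformed 30 min with biotin-H3(1-18)K9me3 peptide (50 nM) in PBS pH 7.4, 0.01% Tween-20. Compound added for 30 min at RT, then streptavidin donor/nickel chelate acceptor beads (10 ug/mL) for 30 min.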
# ERG-DNA inh – qHTS for Small Molecule Inhibitors of the ERG Ets/DNA interaction | fluorescence polarization, His-ERG Ets domain / labelled DNA | Transcriptional regulator ERG (Homo sapiens), P11308 | Potency, µM (series often up to 76.9 µM), inactives show top-dose FP activity, negative = inhibition, actives largely listed as inhibitors | 370,000 tested, 0.028% active | AID 624246, 2012; active = well fitted inhibition curve with a large enough effect in the polarisation, with a control signal flat; inconclusive = small, poorly fitted or top-dose-only effect, or effect the other way, or a change in a side signal; inactive = no such curve, though single readings can be large or run the other way; the % refers to the polarisation;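 also: polarization taken with two DNA probes labelled with fluorescein and Texas red; potency is read from the fitted curve at half-maximal effect; % of control where 0% means no effect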
#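 His-tagged ERG Ets domain (1 uM in the protein solution; 300mM KCl, 50mM Tris-HCl, 1mM EDTA, 1mM DTT, pH 7.5) received compound, then a probe mix of 5 nM fluorescein-DNA and 100nM Texas-615-DNA. Fluorescence polarization was read for both dyes.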
# GLS inhibitor – qHTS for Inhibitors of Glutaminase (GLS); Potency, µM (highest dose often 45.5 µM), for the others: top-dose activity change, negative = inhibition, most hits filed as inhibitors; GLS enzymatic activity, qHTS titration; AID 624170, 2012; Glutaminase kidney isoform, mitochondrial (Homo sapiens), O94925; 410,000 tested, 0.21% active; also: potency is read from the fitted curve at half-maximal effect; % is scaled to controls: 0 for no effect and ±100 for the full control effect
#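 Compounds were pin-transferred onto hKGA, after which L-glutamine (1 mM solution) and a detection mix of glutamate oxidase, HRP and Amplex Red were added. Initial and 30 min RT fluorescence reads were collected.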
# JMJD2A Tudor – qHTS Assay for Inhibitors of JMJD2A-Tudor Domain; AlphaScreen JMJD2A-Tudor / H3K4me3 peptide binding; Potency, µM (highest dose often 114 µM), without a hit: top-dose activity change, negative = inhibition, usual class: inhibitors; 390,000 tested, 4.4% active; also: potency is read from the fitted curve at half-maximal effect; % is scaled to controls: 0 for no effect and ±100 for the full control effect; nearly all actives have a fitted effect of over 50% in size
# RGS4 inhibitor – Inhibitors of Regulator of G Protein Signaling (RGS) 4: qHTS. Transcreener GDP fluorescence polarization, RGS4-accelerated GTP hydrolysis. Regulator of G-protein signaling 4 (Homo sapiens), P49798. Potency, µM (top dose mostly 114 µM), without a hit: top-dose activity change, negative = inhibition, actives largely listed as inhibitors. AID 504845, 2011. 390,000 tested, 0.039% active; also: potency is read from the fitted curve at half-maximal effect; % is scaled to controls: 0 for no effect and ±100 for the full control effect; nearly all actives have a fitted effect of over 75% in size; some results filed as inactive show a strong effect at the top dose
#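 MLSMR compounds (23 nl, pin-transferred) preincubated 10 min at room temperature with a 500nM (2x) first reagent, then RGS4 at 900nM (2x) plus Transcreener GDP mix added; fluorescence polarization (620/688 nm) read before and after 90 min at 30 °C.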
# * hit, by the source's call; ? = inconclusive; / = not tested or not shown; [ ] = another dose, or the depositor's remark. Unless noted, calls follow the shape of the dose curve; as a rule, active = well fitted curve in the direction sought with a large enough effect; inconclusive = small, poorly fitted or top-dose-only effect, or another doubt; inactive = no such curve, though single readings can be large; an effect the other way counts as inactive or inconclusive. The list is partial, so the mix of outcomes need not match the whole.
SMILES,BAZ2B inh,G9a inh,ALOX12 inh,PI4K2A inh,HP1b binding inh,ERG-DNA inh,GLS inhibitor,JMJD2A Tudor,RGS4 inhibitor
COc1ccc(/C=C2/SC(=S)N(n3c(C)ccc3C)C2=O)cc1,10µM*,16µM*,-12%,0,?,-1%,11%,35µM*,?
COc1cc(/C=N/Nc2nc(Nc3ccccc3)nc(N3CCOCC3)n2)ccc1OC(=O)c1ccco1,?,?,-6%,0,22%,3%,-11%,-27%,-14%[11.4 µM]
N/C(=N\c1nc2c(c(=O)[nH]1)CCC2)Nc1ccccc1C(F)(F)F,-25%,-6%,12%,1,-1%,-1%,-5%,?,12%
COc1cc(OC)cc(-c2ncc3ccccn23)c1,32µM*,7.9µM*,251%[activator],16,?,-3%,2%,2.8µM*,-17%
O=C(CSc1nc2ccccc2c(=O)n1CCCN1CCOCC1)N1CCN(c2ccccc2)CC1,-18%,9%,3%,-2,12%,0%,3%,-32%,20%
COc1ccc(-c2noc(-c3ccc(N4CCN(c5ccc(OC)cc5)CC4)c([N+](=O)[O-])c3)n2)cc1,-4%,-30%[59 µM],-27%,0,29%,0%,5%,-11%,0%
CSc1ncccc1C(=O)NCC(=O)Nc1ccc(F)c(F)c1,0%,3.2µM*,0%,1,29%,3%,21%,-11%,20%
CC12CCC(=O)N1C(C(=O)OCC(=O)Nc1ccc(S(N)(=O)=O)cc1)CS2 (configuration not stated),13%,-6%[59 µM],0%,-2,45%[activator],-17%,-2%,-15%,-11%
Cc1ccc(NC(=O)CSCC(=O)NCc2cccc(C(F)(F)F)c2)cc1,4%,-28%,?,0,22%,3%,-7%,-18%,-3%
CC1=C(C(=O)OC2CCCC(C)C2)C(c2ccccc2)NC(=O)N1 (configuration not stated),-28%,-46%,0%,-2,19%,-2%,-15%,-24%,-2%
CCOc1ccccc1/C=N/Nc1ccc(Cl)nn1,-36%,9%,28%,1,17%,2%,-1%,-15%,9%
CN(C(=O)COC(=O)c1cc2ccccc2cc1O)c1ccccc1,/,/,29%,-1,43%[activator],-7%,18%,-18%,13%
ONC(=Nc1ccccc1Cl)c1c(F)cccc1F,/,/,0%,-3,24%,4%,16%,-2%,39%
CCc1ccc(C(=O)COC(=O)CNC(=O)c2ccco2)cc1,-4%,-43%[59 µM],0%,-9,17%,-2%,5%,-5%,9%
Cc1ccccc1-c1nnc(SCC(=O)N2CCCc3ccccc32)o1,23%,4%[59 µM],-14%,-2,62%[activator],2%,1%,29%,-16%
Cc1oc(-c2ccccc2)nc1C(=O)O,-15%,/,?,-2,23%,13%,2%,-7%,-1%
COc1ccccc1Oc1ncnc2c1cnn2-c1ccccc1,30%,15%,-3%,-3,63%[activator],-13%,-5%,22%,19%
CN(C)/C=C(\C#N)C(=O)Nc1ccc(F)cc1,2%,28%[0.501 µM],14%,5,6%,-5%,4%,-1%,12%
COc1ccc(N2C(=O)C3CCCN3C2c2ccc(F)cc2)cc1Cl (configuration not stated),-4%,18%[59 µM],-25%,-2,-14%,0%,-8%,-30%,-12%
O=C1CNC(=S)N1Cc1ccccc1Cl,-10%,-3%,1%,-4,54%[activator],0%,-10%,-9%,-13%
CCOc1ccc(-n2ccnc2SCC(=O)Nc2cccc3ccccc23)cc1,?,?,-13%,-2,-21%[57 µM],-3%,1%,?,-16%
Cc1ccc(CNc2ncnc3onc(-c4ccc(F)cc4)c23)cc1,16%[57.1 µM],-5%[59 µM],-10%,-3,58%[activator],4%,3%,8%,26%
CCOC(=O)/C=C/C(=O)OCC(=O)Nc1cccc(Br)c1,-21%,?,-5%,3,29%,-10%,-6%,-2%,-20%
COc1ccc(-n2c(C)cc(C(=O)CN3C(=O)C(=O)N(Cc4ccccc4)C3=O)c2C)cc1,-20%,?,-13%,-8,29%,7%,-1%,?,-12%
CCN(Cc1cccs1)C(=O)CN1CCN(S(=O)(=O)c2ccc3c(c2)OCCCO3)CC1,9%,45µM*,?,1,24%,9%,1%,-6%,16%
C/C(=N\Nc1nc(C)cc(-c2ccccc2)n1)c1ccccc1,-12%,/,-7%,-3,30%,9%,-3%,-7%,-28%
C/C(=N\Nc1ccc(S(N)(=O)=O)cc1[N+](=O)[O-])c1ccccc1O,-22%,5%[59 µM],3%,-2,-9%,5%,3%,-21%,-14%
CCN(CC)S(=O)(=O)c1ccc(OC)c(NC(=O)/C=C/c2ccco2)c1,71µM*,/,?,-16,?,3%,-5%,-5%[11.4 µM],-4%[11.4 µM]
COC(=O)C(NC(=O)c1ccco1)(Nc1cc(C)ccn1)C(F)(F)F (configuration not stated),-5%,10%[59 µM],-12%,5,39%,-10%,0%,2%[57.1 µM],12%[11.4 µM]
CC(C)Oc1ccc(C(=O)N(CN2CCCC2=O)c2ccc(F)cc2)cc1,8%,-13%,-3%,0,51%,7%,0%,-5%,-2%
CC1(c2nnc(Cc3ccccc3)o2)CC(c2cccc(Cl)c2)=NO1 (configuration not stated),24%,13%[59 µM],?,-6,76%[activator],8%,4%,13%,6%
Cc1cc(C(=O)NN=C(Cc2ccccc2)Cc2ccccc2)c(C)o1,-5%,14%[59 µM],3%,-1,25%,2%,9%,-3%,3%
O=C(Nc1ccc(CN2CCS(=O)(=O)CC2)cc1)c1ccccc1,2%,/,-80%,1,47%[activator],-5%,-1%,-7%,19%
CCOc1ccc2nc(NC(=O)C3=NNC(=O)CC3)sc2c1,-9%,18%,-14%,1,27%,1%,2%,-16%,-5%
Nc1c(NC2CCCCC2)c2ccccc2oc1=O,-39%,-10%[12.7 µM],-19%,3,-9%,0%,32%[activator],?,3%
Nc1cc(Cl)ccc1C(=O)OCC(=O)NC1CCCCCCC1,0%,-2%[59 µM],22%,-2,27%,10%,-1%,-2%,8%
Cc1nc([N+](=O)[O-])c(SCC(N)=O)n1Cc1ccccc1,-10%,?,0%,3,23%,-4%,-1%,7%,1%
COc1ccc(-c2cc(C3CCN(c4ccc(C(C)=O)cc4[N+](=O)[O-])CC3)[nH]n2)cc1,?,24%[0.0925 µM],-16%,-4,-15%,-6%,-4%,?,-4%
COc1ccccc1NC(=S)Nc1cccc2cnccc12,2%,25µM*,-14%,3,-23%,3%,5%,-28%,-26%
CSc1ccc(CN2CCCC(N3CCN(c4ccccc4)CC3)C2)cc1 (configuration not stated),?,-1%,0%,1,-14%,-5%,17%,?,18%
COc1ccc(NS(=O)(=O)c2cccc(C(=O)NNC(=O)c3ccc(O)c(Cl)c3)c2)cc1,-8%,9%[12.7 µM],23%,-10,17%,1%,23%,-17%,?
CC(=O)Nc1ccc(OC(=O)COc2ccc(Br)cc2)cc1,-3%,-1%,0%,8,40%[activator],-2%,-4%,-7%,8%[11.4 µM]
CCc1ccc(CN(C)C(=O)c2cc(S(=O)(=O)N3CCN(CC)CC3)ccc2Cl)cc1,-14%,7%[0.501 µM],-20%,4,2%,1%,0%,-20%,6%
COc1ccc(NC2CCCN(C(=O)c3ccc4[nH]c(C)c(C)c4c3)C2)cc1OC (configuration not stated),45µM*,/,-6%,-2,-8%,12%,18%,?,-16%
Cc1ccccc1NC(=O)CC1(c2ccc(N(C)C)cc2)C(=O)c2ccccc2C1=O,?,/,-25%,-2,-16%,-6%,6%,?,-13%
CC(=O)Nc1ccc(S(=O)(=O)NC(CC(=O)N(C)Cc2ccccc2)C(C)C)cc1 (configuration not stated),12%,-5%,-11%,2,-8%,-2%,?,?,-26%[11.4 µM]
COC(=O)CSc1nnc(-c2ccc(S(=O)(=O)N3CCCC3)cc2)n1C,5%,2%[12.7 µM],0%,-2,6%,3%,0%,-13%,14%
CCN(C(=O)CSc1nnc(Cn2nnc3ccccc32)o1)c1nc(C)cs1,15%,?,?,4,-4%,1%,11%,-3%,-47%
CCOC(=O)c1ccc(-c2ccc(/C=C(\C#N)C(=O)Nc3ccc(C)cc3OC)o2)cc1,-2%,5%[59 µM],-5%,1,36%[activator],-3%,-1%,-5%,-8%
COCC(=O)Nc1ccc2nc3n(c(=O)c2c1)CCCCC3,8%,37%,-10%,-2,44%[activator],-1%,-1%,-2%,17%
Cc1ccc(C(=O)N/C(=C\c2cccs2)C(=O)NCCc2ccccn2)cc1C,-17%,-8%,-14%,-4,?,5%,-4%,-30%,-38%
